Hsp70 inhibitors: small molecules displacing fluorescent ligand from Hsp70 – biochemical, fluorescence polarization, primary screen (AID 583); Hsp70 fluorescence polarization probe displacement, mP; higher % means a stronger effect; displacement, % at 20 µM; hits with a dose series show IC50 in µM; hit rate 0.06% among 140,000; in the data active = displacement above about 50%;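 note: plate controls were vehicle for no effect and reference ligand for full effect; a part of the inactive calls stands beside numbers as strong as those of hits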
MKP-3 inhibition: MKP-3 phosphatase inhibitors, primary screen, biochemical, rat enzyme, in vitro (AID 425). one-dose inhibition, % at 20 µM; IC50 in µM for titrated hits. recombinant MKP-3 phosphatase activity, fluorescence; higher % means a stronger effect. hit rate 0.17% among 110,000; in the data active = inhibition above about 50%;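 note: plate controls were vehicle for no effect and reference inhibitor for full effect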
Active calls of the source: *; nt = not tested or not shown; & = joins results of further samples.

SMILES	Hsp70 inhibitors	MKP-3 inhibition
O=C(/C(=C/c1ccccc1[N+](=O)[O-])c1nc2ccccc2s1)c1ccccc1	1.4%	3%
Cc1c(C(=O)NCc2ccc3c(c2)OCO3)oc2ccccc12	0.4%	3%
COc1ccc(S(=O)(=O)N(CC(=O)N2CCN(c3ccccc3)CC2)c2ccccc2)cc1	3.5%	nt
COc1ccc(C2C=C(c3ccc(C)c(C)c3)Nc3ncnn32)c(OC)c1OC (configuration not stated)	4.8%	7%
Cn1cnc2c1c(=O)n(Cc1c(Cl)cccc1Cl)c(=O)n2C	0.5%	-2%
O=C(CN1CCN(Cc2ccccc2F)C1=O)NCCN1CCOCC1	4.0%	-1%
Cc1ccc(NC(=O)CSc2nnc(-c3ccco3)c(-c3ccco3)n2)cc1	3.0%	2%
NC(=O)CN1CCCN(S(=O)(=O)c2ccc(Br)cc2)CC1	8.5%	-10%
COc1ccccc1N1CCN(/N=C/c2ccc(C(F)(F)F)cc2)CC1	-0.8%	-3%
CCCNC(=O)c1cccc(Cn2nc(C)c(Br)c2C)c1	-10%	-9%
COC(=O)c1cc(NC(=O)C23CCC(C)(C(=O)O2)C3(C)C)cc(C(=O)OC)c1 (configuration not stated)	6.1%	-1%
O=[N+]([O-])c1cc(N=Cc2ccc(Br)s2)ccc1Cl	0.1%	1%
C=CCn1c(SCC(=O)c2ccc(Br)cc2)nnc1C(C)NC(=O)Cc1ccc(OC)cc1 (configuration not stated)	0.7%	nt
O=C(NN1C(=O)S/C(=C\c2ccc(Cl)cc2Cl)C1=S)c1ccccc1O	-1.9%	2%
Cc1ccc2cc(CN(CCCN3CCOCC3)C(c3nnnn3Cc3ccco3)C(C)C)c(=O)[nH]c2c1C (configuration not stated)	5.1%	nt
O=C(OCC(=O)N(C1CCCCC1)C1CCCCC1)c1ccncc1	1.4%	-9%
COc1cccc(OCc2cc(/C=N/NC(=O)c3nc(Cl)c(Cl)c(N)c3Cl)ccc2OC)c1	-24%	nt
Cc1c(CN2CCCCC2)c(O)n(CCCO)c(=O)c1C#N	12%	-4%
CCOC(=O)c1cccc(NC(=O)C(C)Oc2ccc(Cl)cc2C)c1 (configuration not stated)	-2.2%	0%
CCCc1[nH]nc2c1C(c1ccc(OCCN3CCOCC3)c(OC)c1)C(C#N)=C(N)O2 (configuration not stated)	-1.6%	1%
COc1ccc(COC(=O)C2=C(C)NC3=C(C(=O)CC(C)(C)C3)C2c2ccc(F)c(F)c2)cc1 (configuration not stated)	2.6%	6%
COc1ccc(CNS(=O)(=O)c2ccc(OC)cc2)cc1	-3.2%&-0.9%	0%
CCCOc1ccc(/C=C2\C(=O)N(c3ccc(S(N)(=O)=O)cc3)N=C2C)cc1OC	3.9%	0%
O=C(Nc1nc2ccc(Br)cc2s1)c1cccs1	1.8%	6%
O=c1[nH]c(=O)n(-c2cccc(Cl)c2)c(O)c1C=NCc1ccc(F)cc1	-4.0%	0%
Going on with the list.
SMILES	Hsp70 inhibitors	MKP-3 inhibition
Nc1nc(NC(=O)CCCC(=O)O)nn1-c1ccccc1	5.7%	-4%
CCOc1ccc(S(=O)(=O)NCc2ccncc2)cc1	-4.5%	nt
COc1cccc(N2C(=O)c3ccncc3C2=O)c1	6.3%	11%
COc1ccc(CCNC(=O)Cn2cnc3c(nnn3Cc3ccc(C)cc3)c2=O)cc1OC	2.4%	nt
COc1ccc(/C=C2\SC(N3CCCC3)=NC2=O)c(OC)c1	-4.4%	3%
CCOC(=O)c1ccc(N=c2sc(C(=O)OC)cc(=O)n2CCCN2CCOCC2)cc1	-1.8%	-3%
CCc1cn(S(=O)(=O)c2ccccc2OC)nc1N	1.7%	nt
Cc1cnc(NC(=O)COc2cccc3c2OC(C)(C)C3)s1	3.4%	nt
O=C(Nc1ccc2[nH]c(=O)[nH]c2c1)c1cccnc1	1.5%	1%
CCOC(=O)Nc1nc(C)c(C(=O)N(C)C)s1	-0.7%	3%
Cc1cc(NC(=O)COc2ccc(Cl)cc2Cl)n(-c2ccccc2)n1	-0.5%	nt
O=C(NC1CCCCC1)c1nn2c(C(F)(F)F)cc(-c3ccco3)nc2c1Br	-16%	-2%
COCCCNC(=O)CNC(=S)N(Cc1ccccc1F)C1CCCCC1	4.8%	nt
COc1ccc(Br)cc1C1CC(=O)N2CN(C)CSC2=C1C#N (configuration not stated)	3.4%	-5%
CC(=O)C1=C(O)C(=O)N(c2cccc(C(=O)O)c2)C1c1ccc(F)cc1 (configuration not stated)	-2.2%	-12%
Cc1nc2sc(C(c3ccccc3)N3CCN(CCO)CC3)c(O)n2n1 (configuration not stated)	15%	4%
COc1ccc(Cl)cc1NC(=O)N1CCN(C2CCCCC2)CC1	0.4%	-18%
COc1ccccc1NC(=O)CN1CCC(C(=O)c2ccc(F)cc2)CC1	-2.0%	nt
Cc1cc(C(=O)COC(=O)CN(C)S(=O)(=O)c2ccc(Cl)cc2)c(C)n1Cc1cccs1	-4.4%	-12%
O=c1[nH]c(=S)n(-c2ccc(Cl)cc2)c(O)c1/C=C1\C=Nc2ccccc21	-83%	10%
Cc1ccc(NC(=O)c2ccccc2NC(=O)Cc2cccs2)cc1C	3.6%	3%
O=C(c1ccc(N2CCCC2=O)cc1)N1CCOCC1	-2.9%	6%
COc1ccc2c(c1)c1c3n2CCN(C(=S)Nc2ccccc2)C3CCC1 (configuration not stated)	-3.0%	1%
CC(C)(C)c1ccc(OCC(=O)Nc2ccc(F)cc2)cc1	3.9%	3%
COc1ccc(-c2nc(-c3cc(OC)c(OC)cc3OC)[nH]c2-c2ccc(OC)cc2)cc1	0.5%	0%
Later entries:
SMILES	Hsp70 inhibitors	MKP-3 inhibition
COc1ccc(/C=C/C(=O)c2ccc3c(c2)OCCO3)c(OC)c1	1.6%	-1%
COc1ccc(OC)c(C(c2nnnn2CC2CCCO2)N2CCN(C)CC2)c1 (configuration not stated)	1.6%	-4%
CCn1c(SCC(=O)NCc2ccc3c(c2)OCO3)nnc1-c1cccs1	1.1%	-7%
Cn1c(=O)[nH]c(=O)c2c1nc(Br)n2CCSc1nc2ccccc2o1	0.9%	-7%
COc1ccc(S(=O)(=O)N(CCc2ccccc2)CC(=O)NC(C)C)cc1	-3.7%	nt
CCc1nn2c(N)c(/C=C3\C=C(Br)C=CC3=O)c(=O)nc2s1	4.2%	-2%
CC(C(=O)NCc1ccccc1)N1C(=O)c2ccccc2C1=O (configuration not stated)	-3.2%	4%
CCN(CC)C(=O)CN(c1cc(Cl)ccc1OC)S(=O)(=O)c1ccc(C)c([N+](=O)[O-])c1	-0.2%	-2%
COC(=O)c1ccc(C2C(C(=O)c3cc4ccccc4o3)=C(O)C(=O)N2CCCN(C)C)cc1 (configuration not stated)	-0.5%	-7%
O=C(Nc1ccc(N2C(=O)C3C4c5ccccc5C(c5ccccc54)C3C2=O)cc1Cl)c1ccc(Cl)cc1Cl (configuration not stated)	-2.3%	3%
O=C1OC(c2ccc(Br)cc2)=C/C1=C/c1ccc2c(c1)OCO2	-0.1%	0%
O=C(O)Cc1ccc(C(=O)c2ccccc2F)s1	2.2%	nt
Cn1c(Cc2ccccc2)nnc1SCC(=O)NC1CCCCC1	1.8%	-2%
O=C1c2ccccc2S(=O)(=O)N1CC(O)Cn1ccc2ccccc21 (configuration not stated)	4.8%	-2%
N#Cc1nc(-c2ccc(OCc3ccc(Cl)cc3)cc2)oc1N1CCC(C(N)=O)CC1	1.8%	-3%
CCN1CCCC1CNCc1cc(OC)c(OC)c(OC)c1 (configuration not stated)	3.3%	nt
O=C(NCCc1ccc(F)cc1)C1CC(=O)N(c2ccccc2)C1 (configuration not stated)	-5.4%	-1%
Cc1sc2nc(CN3CCOCC3)nc(N3CCC(C(N)=O)CC3)c2c1C	2.2%	-4%
O=C1C2C3C=CC(C3)C2C(=O)N1c1nc2ccccc2s1 (configuration not stated)	5.1%	nt
COc1cccc(C(=O)Nc2ccc(NC(=O)c3ccco3)cn2)c1	2.7%	nt
COc1cc(NC(=O)CN2C(=O)c3ccccc3S2(=O)=O)c(OC)cc1Cl	-1.4%	-10%
Cn1c2ccccc2c2c(C(=O)NCC3CCCO3)cn(C3CCCC3)c(=O)c21 (configuration not stated)	nt	-2%
C=CCN1C(=O)c2ccccc2C1(O)c1ccc(F)cc1 (configuration not stated)	0.0%	1%
CS(=O)(=O)N(CC(=O)Nc1ccc(Oc2ccccc2)cc1)c1ccccc1	4.4%	3%
Cc1ccccc1NC(=O)c1ccco1	-1.4%	4%

Continued, starting with the last 2 of the part before.
SMILES	Hsp70 inhibitors	MKP-3 inhibition
CS(=O)(=O)N(CC(=O)Nc1ccc(Oc2ccccc2)cc1)c1ccccc1	4.4%	3%
Cc1ccccc1NC(=O)c1ccco1	-1.4%	4%
CC1CCCN(C(=O)C23CCC(C)(C(=O)C2)C3(C)C)C1 (configuration not stated)	-3.8%	-1%
COc1cc(OC)cc(C(=O)Nc2ccc(Br)c(C)c2)c1	-6.2%	7%
CC[N+]1(C)CCC(=C2c3ccccc3CC(=O)c3sccc32)CC1 (configuration not stated)	2.6%	nt
Cc1nnc(SCC(=O)Nc2nsc(-c3ccc(Cl)cc3)n2)s1	8.9%	nt
CCOC(=O)CSC1=C(C#N)C(c2ccccc2F)C(C(C)=O)=C(C)N1 (configuration not stated)	-0.5%	6%
COc1ccc(N2C(=O)CC(c3ccc(OC(C)C)cc3)C2=O)cc1 (configuration not stated)	-3.2%	-2%
CCOC(=O)c1c(NC(=O)CSc2nnc(C)c(=O)[nH]2)sc2c1CCCC2	3.4%&-2.0%	1%
CCc1ccc(OCC(=O)OC2CCS(=O)(=O)C2)cc1 (configuration not stated)	-0.3%	1%
CCn1c(SCC(=O)N2CCCc3ccccc32)nc2c(c1=O)SC(C)C2 (configuration not stated)	nt	-2%
FC(F)(F)COc1nc(N2CCCCC2)nc(N2CCNCC2)n1	0.1%	-3%
COC(=O)c1ccc(/C=N/NC(=O)CC2=NNC(=O)C2)cc1	-1.8%	2%
CC(=O)Nc1nc2n(n1)C(c1ccc(F)cc1)C=C(c1ccccc1)N2 (configuration not stated)	12%	-4%
CCCCCCCC(=O)OCC(O)CO (configuration not stated)	1.4%	nt
Cn1nnnc1SCC(=O)NCc1cccc(C(=O)O)c1	-3.2%	-8%
Cc1cccc(NC(=S)NN2CCN(C)CC2)c1C	-1.7%	nt
CC(=O)Nc1cc(-c2ccc(F)cc2)[nH]n1	2.6%	3%
COc1cccc(/C=C2\N=C3CCCCCN3C2=O)c1	-0.1%	nt
CCCn1c(SCC(=O)NC(=O)NCc2ccco2)n[nH]c1=O	7.0%	0%
COc1ccccc1N(CC(=O)Nc1c(C)cccc1C)S(=O)(=O)c1ccccc1	-6.2%	2%
CCCCCCc1nnc(N)s1	-2.5%	nt
O=C(O)CSc1nnc(-c2ccc3c(c2)OCO3)o1	-0.2%	nt
C=CCC1(C#N)C(=S)NC2=C(C(=O)CC(C)(C)C2)C1C (configuration not stated)	-1.3%	-2%
O=C(NN1C(=O)c2ccccc2C1=O)c1ccc2c(c1)C(=O)N(c1ccc(Sc3ccc([N+](=O)[O-])cc3)cc1)C2=O	4.3%	-1%
CCOC(=O)c1[nH]c(=O)[nH]c1CSC1=NC(=O)C(c2ccccc2)C(=O)N1 (configuration not stated)	1.7%	0%
COCCOC(=O)c1ccc(NC(=O)COc2cc(C)ccc2C(C)C)cc1	-2.6%	2%
Going on with the list.
SMILES	Hsp70 inhibitors	MKP-3 inhibition
Cc1ccc(-n2c(C)cc(/C=N/NC(=O)c3ccncc3)c2C)c(C)c1	-2.3%	3%
C=CCn1c(SC/C=C/c2ccccc2)nnc1-c1sc(N)nc1C	2.8%	2%
S=C(c1ccc(-c2cccc(Cl)c2Cl)o1)N1CCN(c2ccccc2)CC1	-8.8%	2%
CCN(CC)C(=O)c1sc2nc(-c3ccncc3)[nH]c(=O)c2c1C	-0.7%	nt
O=C1CS/C(=N\N=C\c2cccc(Br)c2)N1	1.6%	-1%
Cc1cc(N2CCCCC2)nc2ccc(NC(=O)CCC(=O)NCCC(C)C)cc12	0.1%	nt
O=C1/C(=C/C=C/c2ccccc2)SC(=S)N1Cc1ccco1	4.1%	1%
Cn1c(O)c(N=NS(=O)(=O)c2ccccc2)c2ccccc21	nt	1%
CCCC(=O)N1CCN(c2ccc(NC(=O)C(C)(C)C)cc2)CC1	4.3%	nt
O=[N+]([O-])c1ccccc1-c1ccc(/C=C/c2ccc3ccccc3n2)o1	111%	1%
Cc1cc(C)cc(OCC(=O)OCCN2C(=O)c3ccccc3C2=O)c1	1.5%	nt

A portion taken from the entries so far, for reference:
SMILES	Hsp70 inhibitors	MKP-3 inhibition
COc1ccccc1N(CC(=O)Nc1c(C)cccc1C)S(=O)(=O)c1ccccc1	-6.2%	2%
CCCCCCc1nnc(N)s1	-2.5%	nt
O=C(O)CSc1nnc(-c2ccc3c(c2)OCO3)o1	-0.2%	nt
C=CCC1(C#N)C(=S)NC2=C(C(=O)CC(C)(C)C2)C1C (configuration not stated)	-1.3%	-2%
O=C(NN1C(=O)c2ccccc2C1=O)c1ccc2c(c1)C(=O)N(c1ccc(Sc3ccc([N+](=O)[O-])cc3)cc1)C2=O	4.3%	-1%
CCOC(=O)c1[nH]c(=O)[nH]c1CSC1=NC(=O)C(c2ccccc2)C(=O)N1 (configuration not stated)	1.7%	0%
COCCOC(=O)c1ccc(NC(=O)COc2cc(C)ccc2C(C)C)cc1	-2.6%	2%
Cc1ccc(-n2c(C)cc(/C=N/NC(=O)c3ccncc3)c2C)c(C)c1	-2.3%	3%
C=CCn1c(SC/C=C/c2ccccc2)nnc1-c1sc(N)nc1C	2.8%	2%
S=C(c1ccc(-c2cccc(Cl)c2Cl)o1)N1CCN(c2ccccc2)CC1	-8.8%	2%
CCN(CC)C(=O)c1sc2nc(-c3ccncc3)[nH]c(=O)c2c1C	-0.7%	nt
O=C1CS/C(=N\N=C\c2cccc(Br)c2)N1	1.6%	-1%
Cc1cc(N2CCCCC2)nc2ccc(NC(=O)CCC(=O)NCCC(C)C)cc12	0.1%	nt
O=C1/C(=C/C=C/c2ccccc2)SC(=S)N1Cc1ccco1	4.1%	1%
Cn1c(O)c(N=NS(=O)(=O)c2ccccc2)c2ccccc21	nt	1%
CCCC(=O)N1CCN(c2ccc(NC(=O)C(C)(C)C)cc2)CC1	4.3%	nt

This is a subset; count on the stated rates, not on these rows.
